Assay outcomes (PubChem)
HEK293 tox: qHTS of GLP-1 Receptor Inverse Agonists: Cytotox Screen; hit rate 0.13% among 410,000; Potency, µM (highest dose often 38.3 µM), for inactives: at the top dose activity change, negative = inhibition, most hits filed as inhibitors; HEK293 cAMP-luciferase reporter cells, luminescence, 24 h;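 also: loss of luciferase light is scored as toxicity; potency is read from the fitted curve at half-maximal effect; % is scaled to controls: 0 for no effect and ±100 for the full control effect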
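Luminescence readout: signal drop marks cytotoxicity. Plated cells grew 12 h at 37 °C, 5% CO2, received 23 nL compound for 24 h, then got luciferase reagent, read after 12 min at RT.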
GLP1R inv ag: qHTS of GLP-1 Receptor Inverse Agonists (Inhibition Mode) | hit rate 1.6% among 410,000 | Glucagon-like peptide 1 receptor (Homo sapiens), P43220 | Potency, µM (top dose mostly 38.3 µM), inactives show at the top dose activity change, negative = inhibition, usual class: inhibitors | HEK293 GLP-1R CRE-luciferase, luminescence, 24 h; GLP-1R form is constitutively active; also: potency is read from the fitted curve at half-maximal effect; % is scaled to controls: 0 for no effect and ±100 for the full control effect; nearly all actives have a fitted effect of over 55% in size
Target sequence (P43220 whole entry, looked up): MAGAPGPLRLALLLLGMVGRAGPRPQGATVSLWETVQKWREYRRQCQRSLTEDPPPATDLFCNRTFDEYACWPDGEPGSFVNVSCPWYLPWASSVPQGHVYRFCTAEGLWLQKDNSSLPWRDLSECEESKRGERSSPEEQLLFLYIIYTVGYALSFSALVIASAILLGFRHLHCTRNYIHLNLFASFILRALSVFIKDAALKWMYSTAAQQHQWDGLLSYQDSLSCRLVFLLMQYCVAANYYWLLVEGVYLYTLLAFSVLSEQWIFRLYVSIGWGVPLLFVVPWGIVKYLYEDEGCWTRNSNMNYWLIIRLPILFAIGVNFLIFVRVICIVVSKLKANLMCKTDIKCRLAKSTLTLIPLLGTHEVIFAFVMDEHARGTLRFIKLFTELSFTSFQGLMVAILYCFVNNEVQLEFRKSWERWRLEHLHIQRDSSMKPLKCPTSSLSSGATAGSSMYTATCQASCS
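HEK293 cells stably co-expressing a cAMP-responsive luciferase reporter and constitutively active GLP-1R were seeded, incubated 12 h, then exposed to compounds for 24 h at 37 C. Luminescence was read 12 min after detection reagent; inverse agonists lower signal.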
GLP1R ag: qHTS of GLP-1 Receptor Agonists. HEK293 GLP-1R CRE-luciferase, luminescence, 4-6 h; cells express a hypersensitive GLP-1R form. Potency, µM (doses to about 45.6 µM), inactives show at the highest dose activation, most hits filed as activators. AID 624172, 2012. Glucagon-like peptide 1 receptor (Homo sapiens), P43220. hit rate 0.007% among 380,000; also: potency is read from the fitted curve at half-maximal effect; % of control where 0% means no effect
IL-2 act: qHTS of IL-2 Activators; IL-2 activation reporter assay, cell-based qHTS; stimulated with anti-CD3/CD4/CD28 beads; in transgenic mouse T cells; hit rate 0.065% among 360,000; AID 652025, 2013; activation, % (series mostly up to about 46 µM); in the data active = activation above about 50%; inconclusive = mostly about 30% to 49%; also: 0% is about no effect
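First, unstimulated transgenic mouse T cells were exposed to compound for 60 min. Next, anti-CD3/anti-CD4-coated beads with anti-CD28 were added. Finally, after 18 h at 37 degrees C, EGFP and DsRed were imaged.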
EPAC1 ag: qHTS for Agonist of cAMP-regulated guanine nucleotide exchange factor 3 (EPAC1): primary screen | Rap guanine nucleotide exchange factor 3 (Homo sapiens), O95398 | EPAC1 agonist qHTS, biochemical assay; response scale: 100% = response to 6.5 mM cAMP | Potency, µM (titrated, usually from 154 µM), without a hit: top-dose activation, actives largely listed as activators | hit rate 0.073% among 360,000 | AID 720707, 2013; also: potency is read from the fitted curve at half-maximal effect; nearly all actives have a fitted effect of over 60% in size
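Normalized to 6.5 mM cAMP, activity reflects EPAC1-catalysed release of BODIPY-GDP from Rap1B, followed kinetically over 30 min at 480 nm excitation, 540 nm emission. Reaction contained 100 nM EPAC1, 250 nM Rap1B-BODIPY-GDP, 50 uM GDP.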
PTHR1 agonist: qHTS for PTHR1 Agonists: Primary Screen | Parathyroid hormone/parathyroid hormone-related peptide receptor (Homo sapiens), Q03431 | HEK293 GP2 PTHR1 cells, GloSensor cAMP luminescence, 1 h | Potency, µM (doses to about 115 µM), inactives show top-dose activation, most hits filed as activators | hit rate 0.075% among 410,000; also: potency is read from the fitted curve at half-maximal effect; nearly all actives have a fitted effect of over 55% in size; some results filed as inactive show a strong effect at the top dose; inactives centre near -15; many of its hits are not listed in these tables
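HEK-293-derived GP2 cells expressing PTHR1 and a GloSensor cAMP reporter, 3,000/well, plated overnight, given luciferin plus IBMX (each 0.5 mM as added) for 1 h at 37 °C, then compound for 1 h at 37 °C. Luminescence was read after 15 min at room temperature.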
PLK1 PBD inh: qHTS for Inhibitors of PLK1-PDB (polo-like kinase 1 - polo-box domain): Primary Screen; Serine/threonine-protein kinase PLK1 (Homo sapiens), P53350; Plk1 PBD binding of FITC phosphopeptide, fluorescence polarization; Potency, µM, without a hit: max response, negative = inhibition, actives largely listed as inhibitors; hit rate 2.8% among 360,000; also: potency is read from the fitted curve at half-maximal effect; series mostly up to about 57 µM; % is scaled to controls: 0 for no effect and ±100 for the full control effect; nearly all actives have a fitted effect of over 65% in size
PI5P4K alpha inh: qHTS for Inhibitors of phosphatidylinositol 5-phosphate 4-kinase (PI5P4K); Phosphatidylinositol 5-phosphate 4-kinase type-2 alpha (Homo sapiens), P48426; PI5P4Kalpha enzyme, ADP-Glo luminescence, 60 min; active compounds read low; max response, %; hit rate 1.2% among 330,000; active = max response of -50% or lower; inconclusive = between -30% and -50%; inactive = -30% or higher; also: value at the top dose of about 77 µM; % is scaled to controls: 0 for no effect and ±100 for the full control effect
Target sequence (P48426 whole entry, looked up): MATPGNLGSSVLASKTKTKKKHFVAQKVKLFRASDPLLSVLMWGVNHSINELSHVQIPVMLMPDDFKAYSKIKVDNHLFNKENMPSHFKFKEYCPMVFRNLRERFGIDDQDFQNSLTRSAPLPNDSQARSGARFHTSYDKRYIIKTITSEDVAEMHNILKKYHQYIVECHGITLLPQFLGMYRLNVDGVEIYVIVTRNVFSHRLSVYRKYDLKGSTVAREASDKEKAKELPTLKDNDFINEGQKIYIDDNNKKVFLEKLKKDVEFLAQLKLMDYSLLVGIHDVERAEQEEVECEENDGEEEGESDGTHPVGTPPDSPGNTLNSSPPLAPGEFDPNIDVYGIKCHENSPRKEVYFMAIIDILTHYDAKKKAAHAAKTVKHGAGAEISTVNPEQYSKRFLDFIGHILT
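Compounds were pin-transferred onto PI5P4Kalpha and substrate in HEPES pH 7.4 buffer with EGTA, CHAPS and 5% DMSO. ATP (5 microM final) started the reaction, which ran 60 minutes at room temperature before ADP-Glo detection.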
EPAC1 antag: qHTS for Antagonist of cAMP-regulated guanine nucleotide exchange factor 3 (EPAC1): primary screen | EPAC1 GEF assay, Rap1b-BODIPY-GDP exchange fluorescence | Potency, µM (series often up to 115 µM), without a hit: at the highest dose activity change, negative = inhibition, most hits filed as inhibitors | hit rate 0.14% among 360,000 | Rap guanine nucleotide exchange factor 3 (Homo sapiens), O95398 | AID 720709, 2013;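 also: potency is read from the fitted curve at half-maximal effect; plate controls were vehicle for no effect and positive control for full effect; nearly all actives have a fitted effect of over 50% in size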
* = called active by the depositor; i = inactive; u = inconclusive; x = no result given; & = joins results of further samples; [ ] = dose if it differs, or a comment. Unless noted, calls follow the shape of the dose curve; as a rule, active = well fitted curve in the direction sought with a large enough effect; inconclusive = small, poorly fitted or top-dose-only effect, or another doubt; inactive = no such curve, though single readings can be large; an effect the other way counts as inactive or inconclusive.

smiles,GLP1R inv ag,EPAC1 antag,EPAC1 ag,PLK1 PBD inh,GLP1R ag,PTHR1 agonist,HEK293 tox,PI5P4K alpha inh,IL-2 act
CC(C)/C=N/NC(=O)c1cc(Br)ccc1O,25%,-4%,7%,-13%,9%,-17%,6%,-7,4.6
Cc1ccc(C(=O)O/N=C(\N)c2ccccn2)c(Cl)c1,1.1µM*,4%,8%,3%,-8%,-32%,u,-62*,0.3
COc1ccccc1-c1csc(Nc2ccc(Oc3ccccc3)cc2)n1,u,1%,2%,-6%,u,-28%,-7%,6,-0.4
CN(C)c1ccnc(Nc2ccc(F)cc2)c1C#N,12%,19%,3%,-1%,2%,-17%,-8%,-20,0.8
COc1ccc(CCNC(=O)COC(=O)/C=C/c2ccc3c(c2)OCO3)cc1,1%,-7%,2%,0%,9%,i,-4%,2,-0.9
O=C(CCCc1nc(-c2ccccc2Cl)no1)NC1CCCCC1,u,12%,0%,-14%,0%,u,-10%,-5,-3.2
CN(C)CCCN=Cc1c(O)n(Cc2ccccc2)c(=O)c2ccccc12,u,8%,1%,-2%,12%,i,13%,7,0.8
CC(=O)Nc1cccc(C(=O)OCC(=O)c2ccc3c(c2)OCO3)c1,u,-11%,-24%,-12%,-11%,-41%[inhibitor],-1%,1,-0.7
CCOC(=O)CNC(=O)COc1coc(CN2CCN(c3ccccc3F)CC2)cc1=O,12%,4%,4%,-13%,-1%,i,-5%,-11,-2.1
N#CCCSCc1ccc(C(=O)O)o1,12%,12%,10%,-10%,-4%,-31%[inhibitor],4%,x,-0.2
O=[N+]([O-])c1cccc(S(=O)(=O)N2CCCCCC2)c1,0%,6%,-8%,2%,-2%,i,-11%,-7,0.4
Cc1ccc(S(=O)(=O)NCC(=O)OCC(=O)Nc2ccc(C)c(S(=O)(=O)N3CCOCC3)c2)cc1,16%,-20%,-4%,2%,-8%,-9%,-3%,8,-0.4
Cc1csc(NC(=O)CCS(=O)(=O)c2ccc(Br)cc2)n1,23%,12%,1%,u,-1%,-3%,-21%,0,0.7
O=C(NCc1ccccc1F)c1ccc(S(=O)(=O)N2CCCC2)cc1,-7%,10%,-1%,2%,0%,-45%[inhibitor],4%,3,-3.2
O=C(CNCc1ccccc1Cl)NCc1ccco1,u,-16%,4%,-2%,0%,i,1%,0,-0.1
Cc1ccc(S(=O)(=O)N2CCOCC2)cc1NC(=O)COC(=O)C1COc2ccccc2O1 (stereo not given),19%,7%,6%,-2%,0%,4%,-3%,2,0.0
CCSc1nnc2nc(C)cc(C)n12,0%,17%,0%,-13%,-7%,i,-17%,3,-0.4
CSc1nccn1C(=O)c1ccccc1[N+](=O)[O-],4%,-24%,7%,u,0%,25%,7%,3,0.2
Cc1cc(Nc2ncc(Cl)cc2Cl)n(-c2ccccc2C)n1,u,-13%,5%,-6%,19%,i,81%[activator],3,-1.7
COc1ccc(NC(=O)CN2CCN(CC(=O)Nc3ccccc3Cl)CC2)cc1,-19%,-1%,7%,-10%,1%,-4%,-10%,-8,-0.3

3 compounds out of the list above, ordered by their value in IL-2 act, largest number first:
Compound	IL-2 act
CCSc1nnc2nc(C)cc(C)n12	-0.4
CC(=O)Nc1cccc(C(=O)OCC(=O)c2ccc3c(c2)OCO3)c1	-0.7
Cc1cc(Nc2ncc(Cl)cc2Cl)n(-c2ccccc2C)n1	-1.7

Later entries
smiles,GLP1R inv ag,EPAC1 antag,EPAC1 ag,PLK1 PBD inh,GLP1R ag,PTHR1 agonist,HEK293 tox,PI5P4K alpha inh,IL-2 act
CCN(CC)S(=O)(=O)c1ccc(N2CCN(S(=O)(=O)c3ccccc3)CC2)nc1,-7%,u,-3%,-20%,10%,-3%,u,8,-3.0
Cc1nc(C(F)(F)F)ccc1C(=O)N1CCCC1(C)C(=O)NCC(C)C (stereo not given),12%,13%,-3%,-10%,-6%,i,7%,-6,3.4
O=C1CCCC2=C1C(c1cccs1)n1nc(SCc3ccccc3F)nc1N2 (stereo not given),0%,-22%,0%,0%,8%,-53%[inhibitor],-12%,x,-3.4
O=C1NC[C@H](CCCCN2C[C@H](Cc3ccccc3)N(CCc3ccc(O)cc3)C(=O)C2=O)N(CCC2CCCCC2)C1=O,23%,-18%,-15%,-4%,1%,-11%,-3%,-2,0.7
C#CCOCCOCCOCCNc1nc(N2CCN(C(=O)[C@H](CCC(=O)O)n3cc([C@@H](N)CO)nn3)CC2)nc(N2CCN(C(=O)[C@H](CCC(=O)O)n3cc([C@@H](N)CCSC)nn3)CC2)n1,6%,6%,0%,-13%,-1%,i,2%,-4,-0.6
CCC(C)NC(=O)CSc1nc2ccccc2c(=O)n1Cc1ccc(OC)cc1 (stereo not given),0%,0%,11%,-6%,0%,-44%,-16%,x,0.5
COc1ccc(S(=O)(=O)N2CCCCCC2)cc1NC(=O)CCNC(=O)c1ccccc1Cl,7%,17%,-9%,7%,1%,-11%,1%,3,-2.4
CSCC(C)N1CCC(Oc2cccc(C(=O)NCc3ccccn3)c2)CC1 (stereo not given),-14%,13%,10%,-20%,0%,i,-15%,1,-3.1
CSc1ccc(C(=S)N2CCN(C(c3ccccc3)c3ccccc3)CC2)cc1,-13%,-23%,6%,13µM*,-12%,i,-9%,-2,0.3
Cc1cccc(-n2c(CCc3ccccc3)nnc2SCC(=O)c2ccccc2)c1,5µM*,-11%,-8%,2%,-2%,-14%,u,u,-1.0
O=C(NCCCN1CCOCC1)c1ccc([N+](=O)[O-])cc1[N+](=O)[O-],6%,-9%,3%,-11%,4%,i,-21%,1,0.3
O=C(NCCCl)Nc1ccccc1OCCOc1ccccc1NC(=O)NCCCl,u,15%,8%,-2%,1%,i,-18%,7,-0.8
Cc1nc2ccc(NC(=O)c3cc([N+](=O)[O-])cc([N+](=O)[O-])c3Cl)cc2s1,4%,-16%,1%,2.7µM*,1%,-11%,u,-28,0.7
Cc1cc(C(C#N)c2ccccc2F)n2ncnc2n1 (stereo not given),-20%,1%,5%,-10%,11%,i,-2%,-21,-2.3
CCn1c(-c2cc(Cl)ccc2OC)n[nH]c1=S,6%,-7%,5%,-7%,-20%,-10%,6%,-12,2.5
Cc1ccccc1-n1c(Cn2c(=O)sc3ccccc32)nnc1SCC(=O)Nc1nccs1,u,-5%,-10%,-2%,-5%,-14%,9%,6,-1.4
CCOC(=O)C1=C(C)NC(C)=C(C(=O)OC)C1c1cccc([N+](=O)[O-])c1 (stereo not given),u,-18%,-7%,-4%,22%&38%,-20%,u,8,-0.2
CCc1ccc2oc(C(=O)NCc3ccc(S(N)(=O)=O)cc3)c(C)c2c1,44%,0%,2%,-4%,12%,i,-14%,-5,-1.0
CN(C)C(CN=C1NS(=O)(=O)c2ccccc21)c1ccco1 (stereo not given),4%,0%,-5%,4%,-7%,i,0%,0,-1.6
Cc1cc(C(=O)NN=Cc2ccc(-c3ccc(F)cc3)o2)c(C)o1,-26%,-27%,-5%,-19%,8%,-10%,-19%,-17,1.4
CC(C)Nc1nc(-c2ccccc2)nnc1-c1ccccc1,u,-2%,9%,0%,-7%,i,1%,5,-1.3
CC(=O)c1sc2c(c1OC(=O)c1ccc(Cl)cc1Cl)c(=O)n(-c1ccccc1)c(=S)n2-c1ccccc1,7.9µM*,2%,12%,28%,-7%,i,14%,-1,0.7
COc1ccc2c(c1)C=C(CN1CCN(C(C)C)C(CCO)C1)CO2 (stereo not given),-25%,4%,-2%,3%,6%,i,2%,-2,0.2
CCCS(=O)(=O)c1nc(S(=O)(=O)c2ccc(C)cc2)c(N2CC(C)OC(C)C2)s1 (stereo not given),u,-1%,-1%,-12%,8%,-3%,-5%,1,-2.3
Cc1ccc(S(=O)(=O)c2cc(N3CCOCC3)nc(-c3ccccc3)n2)cc1,-3%,3%,-6%,-3%,-13%,i,-6%,1,0.0
O=C(/C=C/c1ccc(S(=O)(=O)N2CCOCC2)cc1)NC(CO)C(O)c1ccc([N+](=O)[O-])cc1 (stereo not given),10%,-6%,10%,-9%,-1%,-10%,7%,-5,0.8
CCCCc1ccc(NC(=O)Cn2c(=O)c(N3CCCCC3)c(N)n(C)c2=O)cc1,-8%,1%,-10%,4%,0%,-55%[inhibitor],0%,-2,-1.7
O=C(NCC1CCCO1)C1CCN(C2CCN(C3CCCCCC3)CC2)CC1 (stereo not given),1%,14%,-3%,-10%,4%,i,-9%,-2,0.4
COc1ccc(NC(=O)c2cc(CC(C)C)nc3ccccc23)cc1,u,-3%,-3%,4%,5%,-45%[inhibitor],2%,-1,-0.6
COc1ccc(CC(=O)NCC2CCCN(Cc3ccc(F)cc3F)C2)cc1 (stereo not given),-14%,0%,12%,-4%,-1%,-1%,5%,-7,0.0
COc1cc(CNCc2ccccn2)ccc1OCc1c(Cl)cccc1Cl,-12%,12%,5%,4%,13%,i,-17%,x,-1.7

Only part of the results is shown. The share of hits here may be higher or lower than overall.
